Screening data (PubChem BioAssay)
BoNT F protease = blocks Botulinum neurotoxin F light chain protease. 360,000 compounds, 0.22% hits. inhibition, % at 10 µM. Multiplex microsphere protease cleavage assay, flow cytometry; in the data active = inhibition above about 35%, passing the limit was not always enough; inconclusive = no clear call, values can overlap the other calls; also: plate controls were buffer without enzyme for full effect and enzyme alone for no effect
FadD28 FP inh = M. tuberculosis FadD28 bisubstrate binding inhibition; FadD28 bisubstrate probe binding, fluorescence polarization; inhibition, % at 12.5 µM; 360,000 compounds, 0.22% hits; in the data active = inhibition above about 8.5%, passing the limit was not always enough; inconclusive = no clear call, values can overlap the other calls
Mtb FBA inh = Mtb fructose-bisphosphate aldolase inhibition; P9WQA3; purified M. tuberculosis FBA, fluorescence read-out; inhibition, % at 1 µM; 360,000 compounds, 2.3% hits; AID 588726; in the data active = inhibition above about 27%;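 also: 0% = vehicle and 100% = reference inhibitor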
Target sequence (P9WQA3 whole entry, looked up): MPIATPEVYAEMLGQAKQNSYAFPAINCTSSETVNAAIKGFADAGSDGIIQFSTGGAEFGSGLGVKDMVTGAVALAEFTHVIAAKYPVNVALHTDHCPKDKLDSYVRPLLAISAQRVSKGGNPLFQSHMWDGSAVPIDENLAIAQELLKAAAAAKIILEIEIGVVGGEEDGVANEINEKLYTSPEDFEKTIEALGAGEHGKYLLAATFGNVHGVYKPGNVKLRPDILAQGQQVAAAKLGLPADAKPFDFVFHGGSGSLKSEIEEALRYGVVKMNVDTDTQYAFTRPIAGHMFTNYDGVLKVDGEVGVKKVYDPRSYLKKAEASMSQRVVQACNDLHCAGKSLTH
BoNT A protease = inhibitors of Botulinum neurotoxin A light chain protease; 360,000 compounds, 0.17% hits; inhibition, % at 10 µM; AID 588499; multiplex microsphere protease substrate cleavage, flow cytometry; in the data active = inhibition above about 30%; inconclusive = no clear call, values can overlap the other calls; also: plate controls were buffer without enzyme for full effect and enzyme alone for no effect
GDH-TPI inh = counter-screen for M. tuberculosis FBA inhibitors: GDH-TPI coupled enzymes | GDH-TPI coupled enzyme counterscreen, NADH absorbance | inhibition, % at 4.8 µM | 360,000 compounds, 1.2% hits;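 also: 0% = DMSO wells and 100% = wells lacking the enzyme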
CCHF vOTU inh = blocks the CCHF virus ovarian tumor domain protease. inhibition, % at 11.5 µM. CCHFV vOTU protease, Pep-AMC fluorescence. 370,000 compounds, 0.55% hits; also: 0% = vehicle wells with enzyme and 100% = no enzyme wells
UGM FP inh = inhibitors of M. tuberculosis UDP-galactopyranose mutase; inhibition, % at 10 µM; purified UGM, fluorescence polarization probe displacement; P9WIQ1; AID 504406; 320,000 compounds, 0.06% hits; in the data active = inhibition above about 10%, passing the limit was not always enough; inconclusive = no clear call, values can overlap the other calls
Target sequence (P9WIQ1 whole entry, looked up): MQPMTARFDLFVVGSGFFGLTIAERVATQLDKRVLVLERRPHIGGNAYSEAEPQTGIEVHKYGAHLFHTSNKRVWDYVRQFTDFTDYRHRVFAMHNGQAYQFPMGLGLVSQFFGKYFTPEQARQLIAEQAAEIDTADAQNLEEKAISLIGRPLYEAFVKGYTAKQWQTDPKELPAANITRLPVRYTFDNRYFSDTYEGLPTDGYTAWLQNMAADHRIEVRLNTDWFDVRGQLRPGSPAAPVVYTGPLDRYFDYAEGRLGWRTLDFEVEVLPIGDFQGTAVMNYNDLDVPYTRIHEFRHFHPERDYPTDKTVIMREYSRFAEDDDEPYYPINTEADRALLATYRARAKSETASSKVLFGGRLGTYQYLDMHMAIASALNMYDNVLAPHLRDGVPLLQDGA
PrPC TRFRET = inhibitors of human cell surface prion protein PrPC | P04156 | TR-FRET read-out | inhibition, % at 13.8 µM | 370,000 compounds, 0.43% hits; in the data active = inhibition above about 24%; also: 0% = median of the test wells and 100% = reference compound wells
BioA inh = blocks M. tuberculosis BioA enzyme activity | purified M. tuberculosis BioA enzyme, plate reader | inhibition, % at 9.99 µM | 360,000 compounds, 0.096% hits | AID 602481; in the data active = inhibition above about 40%; inconclusive = no clear call, values can overlap the other calls
Active calls of the source: *; ? = inconclusive; · = no result given; + = active, no number; & = joins results of further samples. Rule as the data show it, unless noted: active = inhibition above about 30%; inactive = the rest.

item	Compound	PrPC TRFRET	BoNT F protease	CCHF vOTU inh	GDH-TPI inh	UGM FP inh	BoNT A protease	BioA inh	Mtb FBA inh	FadD28 FP inh
1	Cc1ccc(N2C(=O)C(CC(=O)Nc3cccc(F)c3)N(C3CC3)C2=O)cc1 (configuration not stated)	-1	-10	-1	-3	-0.1	-0.7	1.6	1	-0.5
2	CCCCC(c1nnnn1Cc1ccco1)N1CCN(C(=O)c2ccco2)CC1 (configuration not stated)	-1	31	2	3	-0.6	0.5	15	0	-1.5
3	COc1ccc(-c2nnc(SCC(=O)NC3CCCC3)n2C)cc1	0	4	1	-3	-1.1	0.0	-1.9	1	-1.3
4	Cc1cc(NS(=O)(=O)c2ccc3c(c2)OCCO3)no1	-1	?	1	-14	-2.4	2.8	-0.2	-4	-3.1
5	CC(C)(O)CN(C(=O)C(c1ccccc1)c1ccccc1)C1CCCCC1	-6	-7	4	3	·	-0.2	·	5	-0.7
6	CC1=C(C(=O)Nc2ccccc2)C(c2ccncc2)n2nnnc2N1 (configuration not stated)	-3	6	13	8	1.5	1.3	-0.7	-1	-0.3
7	O=C(COc1ccccc1-c1ccccc1)N/N=C/c1ccncc1	0	-1	11	8	-0.1	-0.4	·	2	-3.4
8	CCOC(=O)n1c(SCC(N)=O)nc2ccccc21	-1	-17	8	-4	2.0	-1.6	-0.2	1	0.4
9	Cc1cc(-n2c(=O)c(C#N)cc3c(=O)n4cccc(C)c4nc32)no1	-20	5	-114	-7	0.1	2.2	0.4	+	-1.1
10	Cc1cc(C)nc(NC(=O)c2cccc(Br)c2)n1	0	?	4	11	0.4	2.7	-2.2	3	-2.2
11	Cc1cc(C)n2nc(-c3ccccc3)c(-c3ccccc3)c2n1	0	21	-4	5	-2.0	-2.0	-0.4	0	-1.1
12	CSc1nc2nc(-c3cccc(C(F)(F)F)c3)ccn2n1	6	6	-5	9	1.7	0.3	-0.8	2	0.0
13	COc1ccc(CNC(=O)C(CCSC)NS(=O)(=O)c2ccccc2F)cc1 (configuration not stated)	7	-12	-6	-2	2.4	-0.1	3.8	3	-0.3
14	CCn1c(CCC(=O)Nc2cc(F)ccc2C)nc2cc(S(=O)(=O)N(C)C)ccc21	-4	4	-1	1	2.1	1.5	2.4	2	-3.7
15	CC(=O)c1ccc(NC(=O)CN2CCC(NC(=O)c3ccccc3C)CC2)cc1	1	-9	1	2	·	0.1	0.1	3	-0.6
16	O=C(CNC(=O)c1ccc(S(=O)(=O)N2CCCC2)cc1)N/N=C/c1ccc(Cl)cc1	1	-8	2	3	1.5	-0.9	-0.4	0	-2.3
17	O=C(CSc1ccccc1)Nc1nnc(C2CC2)s1	4	-6	-1	7	-6.1	-1.2	-2.2	0	-4.6
18	Cc1ccc(NS(=O)(=O)c2cccc(C(=O)NCCCN3CCOCC3)c2)cc1	-10	-10	7	6	0.1	-2.4	-0.6	1	-0.9
19	Cc1ccsc1-c1nc(-c2ccccc2)c(-c2ccccc2)[nH]1	2	-2	-12	17	1.4	-0.1	-1.0	29*	-2.2
20	CN(Cc1ccccc1)C(=O)CCC1CCN(C(=O)c2ccccc2C(F)(F)F)CC1	-3	-1	12	4	-0.2	-1.9	-0.4	6	0.8
21	Cc1sc2nc(CSc3nnc(Cc4cccs4)n3C3CCCCC3)[nH]c(=O)c2c1C	-2	1	12	14	5.3	4.0	-5.1	2	-0.4
22	Cc1c(NC(=O)/C(C#N)=C\c2cccs2)c(=O)n(-c2ccccc2)n1C	5	-3	-9	24	-0.5	0.4	·	-1	-5.6
23	COCCNC(=O)C1CC(=O)N(c2ccc(OC)cc2)C1c1ccc(OC)cc1 (configuration not stated)	8	-1	-6	3	0.2	0.3	-0.9	3	?
24	CCC1=NN2C(=N)/C(=C\c3ccc(OCCOc4ccc(NC(C)=O)cc4)cc3)C(=O)N=C2S1	5	16	-7	10	5.0	3.1	-0.5	2	0.1
25	COC1=CC(=O)O[C@@H](/C=C/c2ccccc2)C1	0	-4	1	1	-2.2	-0.8	-8.7	6	0.2
26	COc1cccc(NC(=O)c2cnc(NS(=O)(=O)c3ccccc3)nc2)c1	3	0	0	-4	·	0.1	0.1	-2	-6.2
27	CCOC(=O)CSc1cc(C)nc2ccc(OC)cc12	1	-7	4	0	5.1	-2.2	·	0	-1.3
28	O=C(Cn1cccc1)N1CCN(C(c2ccccc2)c2ccccc2)CC1	1	-11	2	-11	0.6	0.3	·	0	-3.8
29	COc1cc(C(Nc2ccc(S(=O)(=O)NCC3CCCO3)cc2)C(=O)NC(C)(C)C)cc(OC)c1OC (configuration not stated)	4	-9	6	-7	2.8	0.4	0.5	3	-1.2
30	C=CCN1C(=O)/C(=c2\sc3nc(=O)c(Cc4ccc(OC)c(OC)c4)nn3c2=O)c2ccccc21	-3	·	15	11	-1.1	·	1.0	0	-3.1
31	Cc1ccc(S(=O)(=O)CCc2nnc(NC(=O)COc3cccc(C)c3)s2)cc1	3	-6	-2	2	3.1	-0.2	-3.1	-3	-3.5
32	CC(NC(=O)C(=O)N1CCCCC1)C(c1cccs1)N1CCN(c2ccc(F)cc2)CC1 (configuration not stated)	2	12	-1	2	-4.1	1.5	0.6	-2	0.0
33	CCCCCCC(=O)c1c(O)n(-c2ccc(OC)cc2)c(=O)[nH]c1=O (tested in a mixture with another compound)	7	?	-8	3	-4.6	?	·	0	-0.1
34	CCN(c1cccc(C)c1)S(=O)(=O)c1ccc2c(c1)N(C(C)=O)CCS2	10	2	-8	-4	0.0	-0.5	1.9	0	-0.8
35	CCC1Oc2ccccc2N(CC(=O)NCCCN2CCN(CC)CC2)C1=O (configuration not stated)	-3	-3	2	-8	-1.1	-2.8	-3.5	0	-3.5
36	O=c1[nH]cnc2scc(-c3ccc(F)cc3)c12	-2	1	2	4	3.5	0.0	·	0	-1.6
37	Cc1ccc(Cc2c(-c3ccc(Cl)cc3)nc3c(Cl)cc(C(F)(F)F)cn23)cc1	5	-4	26	·	·	-0.3	-0.9	3	0.2
38	COc1ccc(CC(=O)Nc2cccc3c2CCCC3)cc1	11	2	13	15	0.9	-0.1	-1.2	-2	0.0
39	CN1c2ccccc2C(C)(C)[C@]12C=Cc1cc(O)ccc1O2	9	-12	-2	1	-3.3	0.0	-1.8	-1	-1.1
40	O=C(/C=C/Nc1cccc([N+](=O)[O-])c1)c1cccs1	-6	-9	7	7	-3.5	2.2	-0.7	3	0.6

Excerpt, nos. 27 to 37
item	Compound	PrPC TRFRET	BoNT F protease	CCHF vOTU inh	GDH-TPI inh	UGM FP inh	BoNT A protease	BioA inh	Mtb FBA inh	FadD28 FP inh
27	CCOC(=O)CSc1cc(C)nc2ccc(OC)cc12	1	-7	4	0	5.1	-2.2	·	0	-1.3
28	O=C(Cn1cccc1)N1CCN(C(c2ccccc2)c2ccccc2)CC1	1	-11	2	-11	0.6	0.3	·	0	-3.8
29	COc1cc(C(Nc2ccc(S(=O)(=O)NCC3CCCO3)cc2)C(=O)NC(C)(C)C)cc(OC)c1OC (configuration not stated)	4	-9	6	-7	2.8	0.4	0.5	3	-1.2
30	C=CCN1C(=O)/C(=c2\sc3nc(=O)c(Cc4ccc(OC)c(OC)c4)nn3c2=O)c2ccccc21	-3	·	15	11	-1.1	·	1.0	0	-3.1
31	Cc1ccc(S(=O)(=O)CCc2nnc(NC(=O)COc3cccc(C)c3)s2)cc1	3	-6	-2	2	3.1	-0.2	-3.1	-3	-3.5
32	CC(NC(=O)C(=O)N1CCCCC1)C(c1cccs1)N1CCN(c2ccc(F)cc2)CC1 (configuration not stated)	2	12	-1	2	-4.1	1.5	0.6	-2	0.0
33	CCCCCCC(=O)c1c(O)n(-c2ccc(OC)cc2)c(=O)[nH]c1=O (tested in a mixture with another compound)	7	?	-8	3	-4.6	?	·	0	-0.1
34	CCN(c1cccc(C)c1)S(=O)(=O)c1ccc2c(c1)N(C(C)=O)CCS2	10	2	-8	-4	0.0	-0.5	1.9	0	-0.8
35	CCC1Oc2ccccc2N(CC(=O)NCCCN2CCN(CC)CC2)C1=O (configuration not stated)	-3	-3	2	-8	-1.1	-2.8	-3.5	0	-3.5
36	O=c1[nH]cnc2scc(-c3ccc(F)cc3)c12	-2	1	2	4	3.5	0.0	·	0	-1.6
37	Cc1ccc(Cc2c(-c3ccc(Cl)cc3)nc3c(Cl)cc(C(F)(F)F)cn23)cc1	5	-4	26	·	·	-0.3	-0.9	3	0.2

Following part.
item	Compound	PrPC TRFRET	BoNT F protease	CCHF vOTU inh	GDH-TPI inh	UGM FP inh	BoNT A protease	BioA inh	Mtb FBA inh	FadD28 FP inh
41	CCOC(=O)C1CCCN(Cc2cn(C)nc2-c2ccc3c(c2)OCCO3)C1 (configuration not stated)	-1	-3	-4	-5	3.7	-0.5	·	-2	1.3
42	COc1ccccc1N(Cc1cc(=O)[nH]c2ccccc12)C(C)=O	-2	10	-6	8	-2.7	1.5	1.8	3	-1.4
43	CCCOP(=O)(c1ccccc1)c1ccccc1	0	-18	4	14	1.7	-2.2	-0.1	-2	-1.6
44	CCCN(CC(=O)Nc1ccccc1C)C(=O)c1cccc(-n2cnnn2)c1	1	10	-5	-13	-3.9	4.3	-1.5	2	-4.8
45	COC(=O)C1=C(NC(=O)CCCCl)CCS1	-4	-2	-11	10	0.7	0.0	·	1	-2.4
46	CCCOc1ccc(C(=O)NC(=S)NCc2cccnc2)cc1	6	-2	-5	-1	-4.5	-0.1	·	1	-2.7
47	CN(Cc1cccs1)S(=O)(=O)c1cccs1	-3	-1	2	-4	-1.7	1.5	-3.5	0	-3.6
48	Cc1ccc(-c2nc(CS(=O)(=O)CC(=O)NCCCN3CCN(C)CC3)c(C)o2)cc1	2	-6	4	6	0.5	-0.3	0.5	-2	-2.6
49	CC1CCCCN1CC(=O)NC(c1ccccc1)c1ccccc1 (configuration not stated)	-3	0	5	5	-0.3	-0.4	·	3	-1.9
50	Cc1sc2nc3ccc(N4CCCCC4)nn3c(=O)c2c1C	-3	21	4	-2	-0.1	7.9	-1.7	8	-3.9
51	COc1ccc(NC(=O)c2cnc3n(c2=O)CCS3)cc1OC	-1	1	-2	4	6.6	0.4	6.0	2	1.7
52	N#Cc1ccc(C(=O)OCC(=O)Nc2cccc(S(=O)(=O)NC3=NCCC3)c2)cc1	0	?	-11	-1	-0.8	0.7	0.1	-1	-0.6
53	OC12ONC(c3ccccn3)C1N1CCC2CC1 (configuration not stated)	5	-6	1	16	0.7	0.9	-1.2	-1	-3.1
54	CCC(C)(C(=O)Nc1ccccc1C)N(C(=O)CNC(C)=O)c1ccccc1C (configuration not stated)	-2	-4	6	0	4.2	-0.1	·	1	1.1
55	COCCn1cnc2c1c(=O)n(CC(=O)NC(=O)NC(C)(C)C)c(=O)n2Cc1ccccc1	3	-14	-2	7	2.1	-4.5	-0.2	1	·
56	CCn1c(C)nc2cc(C(=O)NNC(=S)Nc3ccc(F)cc3)ccc21	1	-1	-1	9	-1.2	-2.2	·	2	-1.4
57	COc1ccc(Cl)cc1-c1nc(SCC(=O)N(C)C)n[nH]1	4	-2	-8	6	3.1	-0.8	·	1	-2.9
58	CS(=O)(=O)Nc1ccccc1NS(C)(=O)=O	6	-10	-8	-6	-4.3	-1.0	-2.6	-1	-0.2
59	Cc1ccc(N(CC(=O)NC(C)c2ccccc2)S(=O)(=O)c2c(C)noc2C)cc1 (configuration not stated)	12	2	1	10	1.5	1.6	-4.9	4	-1.0
60	COc1ccc(S(=O)(=O)N(C)C[C@H]2Oc3c(NC(=O)C4CCCCC4)cccc3C(=O)N([C@H](C)CO)C[C@@H]2C)cc1	14	-6	10	1	5.2	-0.1	-0.1&-0.8	-1	1.3
